Bioassay records (PubChem BioAssay)
IL1B secr inh – qHTS for Inhibitors of Inflammasome Signaling: IL-1-beta AlphaLISA Primary Screen. THP-1 LPS/ATP IL-1B secretion, AlphaLISA, 16 h; stronger effect = lower value. activity change, % at 57.5 µM. 4.7% of 360,000 active. AID 743279, 2014; in the data active means activity change below about -50%; inconclusive means mostly about -30% to -49%; further: on the % scale 0 is the no-effect control and ±100 the full control effect
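Secreted IL-1B measured by AlphaLISA bead assay after 16 h compound exposure of THP-1 cells; compounds (final up to 57.5 uM) added 1 h before LPS (250 ng/mL) and ATP (1.25 mM) stimulation; lower signal means less secretion.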
HT1080-NT tox – qHTS for induction of synthetic lethality in tumor cells producing 2HG: qHTS for the HT-1080-NT fibrosarcoma cell line | 1.6% of 360,000 active | HT-1080-NT fibrosarcoma viability, CellTiter-Glo ATP luminescence, 48 h | Potency, µM (doses to about 46.1 µM), for inactives: top-dose activity, negative = less viability, most hits filed as cytotoxic;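 further: NT is the 2HG producing partner of a matched IDH1 knockdown line; potency means the concentration at half of the fitted maximal effect; 0% = DMSO-treated cells and -100% = media-only wells without cells; nearly all actives have a fitted effect of over 55% in size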
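750 cells/well, RPMI + 5% FBS; 2 h settle, compound pin-transfer, 48 h at 37 degrees C. CellTiter-Glo 10 min RT, luminescence. Normalized to DMSO and media-only wells.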
ATXN2 expr inh – Primary qHTS for Inhibitors of ATXN expression. HEK-293 ATXN2-luciferase reporter, luminescence, 24 h. Potency, µM (titrated, usually from 57 µM), inactives show top-dose activity change, negative = inhibition, hits mostly inhibitors. 0.72% of 360,000 active; further: potency means the concentration at half of the fitted maximal effect; on the % scale 0 is the no-effect control and ±100 the full control effect; nearly all actives have a fitted effect of over 55% in size
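ATXN2-luciferase reporter cells (luciferase flanked by upstream and downstream ATXN2 gene portions) were treated 24 h at 37 °C with compounds at up to 57 uM. SteadyGlo luminescence gave expression; GF-AFC fluorescence gave viability.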
HT1080 IDH1KD tx – qHTS for induction of synthetic lethality in tumor cells producing 2HG: qHTS for the HT-1080-IDH1KD cell line | HT-1080 IDH1 knockdown viability, ATP luminescence, 48 h | Potency, µM (doses to about 46.1 µM), for inactives: top-dose activity, negative = toxicity, most hits filed as cytotoxic | 2% of 360,000 active;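 further: potency means the concentration at half of the fitted maximal effect; 0% = DMSO wells and -100% = cell-free medium wells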
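HT-1080-IDH1KD cells (IDH1 knocked down), 750/well in RPMI with 5% FBS, treated with compound 48 h at 37 degrees C. Viability by CellTiter-Glo luminescence, normalised to DMSO and no-cell wells; concentration-response curves classed.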
KB-V1 MDR tox – qHTS assay for MDR1-selective chemotherapeutics: Primary screen using the drug-selected MDR subline cells KB-V1; 3.4% of 400,000 active; Potency, µM (series often up to 46.1 µM), without a hit: at the top dose activity change, negative = cytotoxicity, most hits filed as cytotoxic; KB-V1 MDR cells viability, CellTiter-Glo, 72 h; further: potency means the concentration at half of the fitted maximal effect; on the % scale 0 is the no-effect control and ±100 the full control effect; nearly all actives have a fitted effect of over 60% in size
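KB-V1, DMEM (no phenol red) + 10% FBS; cpd pin-transferred, titration series; 72 h, 37 degrees C; CellTiter-Glo, luminescence. Data normalized, curve-fit.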
KB-3-1 cytotox – qHTS assay for MDR1-selective chemotherapeutics: Primary screen using the parental adenocarcinoma cell KB-3-1 | KB-3-1 viability, CellTiter-Glo ATP luminescence, 72 h | Potency, µM (highest dose often 46.1 µM), for the others: at the top dose activity change, negative = cytotoxic, actives largely listed as cytotoxic | 1.4% of 400,000 active; further: potency means the concentration at half of the fitted maximal effect; on the % scale 0 is the no-effect control and ±100 the full control effect; nearly all actives have a fitted effect of over 60% in size
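Screening of KB-3-1 cells (DMEM, 10% FBS, phenol-red free) ran from lowest to highest compound concentration; after 72 h at 37 °C viability was read luminescently and curves fitted.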
SW480 rerep – A quantitative high throughput screen for small molecules that induce DNA re-replication in SW480 colon adenocarcinoma cells. AID 624297, 2012. SW480 DNA re-replication, Hoechst DNA content imaging, 48 h. 1.8% of 340,000 active. Potency, µM (top dose mostly 46.1 µM), for inactives: at the top dose re-replication activation, actives largely listed as activators; further: potency means the concentration at half of the fitted maximal effect; % of control where 0% means no effect; nearly all actives have a fitted effect of over 55% in size
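Readout is total intensity of Hoechst-stained nuclei, excited at 405 nm and collected at 500-530 nm. Compound treatment lasted 48 hr at 37 C in 5% CO2 before staining.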
MCF10A rerep – A quantitative high throughput screen for small molecules that induce DNA re-replication in MCF 10a normal breast cells; MCF 10A DNA re-replication, Hoechst nuclear intensity, 48 h; Potency, µM (titrated, usually from 46.1 µM), inactives show at the top dose activity, positive = re-replication, hits mostly activators; 2.9% of 350,000 active; AID 624296, 2012; further: potency means the concentration at half of the fitted maximal effect; % of control where 0% means no effect; nearly all actives have a fitted effect of over 50% in size
S2 tox – Viability Counterscreen for Primary qHTS for Inhibitors of ATXN expression; 0.49% of 400,000 active; Potency, µM (doses to about 56.7 µM), actives largely listed as cytotoxic; AID 651635, 2014; S2 cells (HEK-293 line with an ATXN2-luciferase reporter) viability, CellTiter-Fluor protease fluorescence, 24 h; further: potency means the concentration at half of the fitted maximal effect; nearly all actives have a fitted effect of over 40% in size
The depositor's hits bear a star; i = inactive; ? = inconclusive; . = no result given; & = joins results of further samples; [ ] = dose if it differs, or a comment. Unless noted, the call rests on the fitted dose curve; in most records, active means well fitted curve in the direction sought with a large enough effect; inconclusive means small, poorly fitted or top-dose-only effect, or another doubt; inactive means no such curve, though single readings can be large; an effect the other way counts as inactive or inconclusive.

| entry | smiles | IL1B secr inh | HT1080-NT tox | ATXN2 expr inh | HT1080 IDH1KD tx | KB-V1 MDR tox |
| --- | --- | --- | --- | --- | --- | --- |
| 1 | Cc1cccc(C)c1NC(=O)c1cn(-c2ccccc2)nc1-c1ccccc1 | 7.1 | 16.3% | 3.2% | 16.5% | -3.4% |
| 2 | COC(=O)c1c(NC(=O)c2ccc(Br)s2)sc2c1CCC2 | -6.2 | 7.7% | -3.5% | 8.8% | -7.5% |
| 3 | COC(=O)C1CC2=C(CCCC2=O)N(Cc2ccccc2)C1=O (stereo not drawn) | -0.2 | 1.2% | 5.6% | 3.9% | 9.0% |
| 4 | CCCn1c(=N)n(CC(=O)c2cccs2)c2ccccc21 | -18.7 | 8.6% | -11.9% | -1.3% | -12.7% |
| 5 | CCCn1c(/C=N/Nc2nc3ccccc3[nH]2)nc2ccccc21 | -52.0* | ? | ? | ? | ? |
| 6 | O=C1CC(N2CCN(CCc3ccccn3)CC2)C(=O)N1c1ccc(Cl)cc1 (stereo not drawn) | 15.8 | -5.0% | 10.0% | 2.7% | 13.6% |
| 7 | COC(=O)c1c(O)ccc(Oc2ccccc2)c1C(=O)OC | -12.9 | 9.0% | 7.0% | -4.8% | 3.0% |
| 8 | Cc1cccc(NC(=O)CSc2nc3c(c(=O)[nH]2)CN(Cc2ccc4c(c2)OCO4)CC3)c1C | . | . | 11.2% | . | 0.0% |
| 9 | COc1ccc(S(=O)(=O)Nc2nc3ccccc3s2)cc1OC | 35.0 | 0.9% | 12.4% | -4.0% | -14.0% |
| 10 | COc1cccc(NC(=O)CN(C)C(=O)c2cn(-c3ccccc3)nc2-c2cccnc2)c1 | 0.0 | 0.0% | 11.3% | 0.1% | ? |
| 11 | CCc1nc2c(OCc3cccc(OC)c3)cccn2c1N(C)C(=O)c1ccc(OC)cc1 | -29.8 | 4.9% | 2.9% | -1.4% | -1.8% |
| 12 | CC(Oc1ccccc1Cl)C(=O)Nc1ccc(S(=O)(=O)N2CCN(C)CC2)cc1 (stereo not drawn) | -55.2* | ? | 22.3% | ? | 1.3% |

| entry | KB-3-1 cytotox | SW480 rerep | MCF10A rerep | S2 tox |
| --- | --- | --- | --- | --- |
| 1 | -0.1% | -2.1% | 8.4% | i |
| 2 | 14.6% | 15.8% | ? | i |
| 3 | 2.6% | -7.4% | -38.1%[inhibitor] | i |
| 4 | -12.5% | 14.4% | ? | i |
| 5 | 0.0% | . | ? | . |
| 6 | 7.0% | -10.5% | 1.0% | i |
| 7 | 3.0% | 8.5% | ? | i |
| 8 | -3.6% | . | . | i |
| 9 | 8.8% | 13.8% | 23.8% | i |
| 10 | -16.3% | 6.8% | 2.2% | i |
| 11 | 0.0% | . | . | i |
| 12 | -4.0% | ? | ? | i |

Quoted from the listing:
COc1cccc(NC(=O)CN(C)C(=O)c2cn(-c3ccccc3)nc2-c2cccnc2)c1 in HT1080-NT tox is listed with 0.0%
CCCn1c(=N)n(CC(=O)c2cccs2)c2ccccc21 in SW480 rerep is listed with 14.4%
CCc1nc2c(OCc3cccc(OC)c3)cccn2c1N(C)C(=O)c1ccc(OC)cc1 in KB-V1 MDR tox is listed with -1.8%

Random excerpt: 2 entries already listed.
| entry | smiles | IL1B secr inh | HT1080-NT tox | ATXN2 expr inh | HT1080 IDH1KD tx | KB-V1 MDR tox |
| --- | --- | --- | --- | --- | --- | --- |
| 6 | O=C1CC(N2CCN(CCc3ccccn3)CC2)C(=O)N1c1ccc(Cl)cc1 (stereo not drawn) | 15.8 | -5.0% | 10.0% | 2.7% | 13.6% |
| 4 | CCCn1c(=N)n(CC(=O)c2cccs2)c2ccccc21 | -18.7 | 8.6% | -11.9% | -1.3% | -12.7% |

| entry | KB-3-1 cytotox | SW480 rerep | MCF10A rerep | S2 tox |
| --- | --- | --- | --- | --- |
| 6 | 7.0% | -10.5% | 1.0% | i |
| 4 | -12.5% | 14.4% | ? | i |

Of the compounds above, these have a Cl atom:
| entry | smiles | IL1B secr inh | HT1080-NT tox | ATXN2 expr inh | HT1080 IDH1KD tx | KB-V1 MDR tox |
| --- | --- | --- | --- | --- | --- | --- |
| 6 | O=C1CC(N2CCN(CCc3ccccn3)CC2)C(=O)N1c1ccc(Cl)cc1 (stereo not drawn) | 15.8 | -5.0% | 10.0% | 2.7% | 13.6% |
| 12 | CC(Oc1ccccc1Cl)C(=O)Nc1ccc(S(=O)(=O)N2CCN(C)CC2)cc1 (stereo not drawn) | -55.2* | ? | 22.3% | ? | 1.3% |

| entry | KB-3-1 cytotox | SW480 rerep | MCF10A rerep | S2 tox |
| --- | --- | --- | --- | --- |
| 6 | 7.0% | -10.5% | 1.0% | i |
| 12 | -4.0% | ? | ? | i |

Continued.
| entry | smiles | IL1B secr inh | HT1080-NT tox | ATXN2 expr inh | HT1080 IDH1KD tx | KB-V1 MDR tox |
| --- | --- | --- | --- | --- | --- | --- |
| 13 | C[C@@H]1CN([C@@H](C)CO)C(=O)CCCn2nncc2CO[C@H]1CN(C)Cc1ccc2cccnc2c1 | -16.8 | 0.1% | 0.2% | 0.9% | 3.8% |
| 14 | Cc1cc(C)cc(NC(=O)c2nnn(Cc3cccc(Br)c3)c2N)c1 | . | . | -4.6% | . | -11.8% |
| 15 | CC1=C(C(=O)OCc2ccccc2)C(c2ccco2)n2ncnc2N1 (stereo not drawn) | 28.9 | -4.4% | -17.4% | -6.4% | -4.1% |
| 16 | Cc1ccccc1S(=O)(=O)Cc1ccc(C(=O)NCCc2ccccc2)o1 | -1.1 | 4.4% | 5.6%&10.1% | 10.1% | -23.4%&-9.8% |
| 17 | c1ccc(COc2ncnc3c2ncn3CCCNCC2CCCO2)cc1 (stereo not drawn) | -5.0 | -1.3% | -4.2% | 0.5% | -4.0% |
| 18 | COc1ccc(OC)c(S(=O)(=O)N2CCCCC2C(=O)O)c1 (stereo not drawn) | 21.1 | -1.4% | 0.6% | 4.7% | -4.3% |
| 19 | CNC(=S)N(Cc1ccc(OC)cc1)Cc1cc2ccc(C)cc2[nH]c1=O | 3.1 | -3.5% | 2.2% | -3.1% | ? |
| 20 | COc1cccc(CC2(CO)CCN(Cc3cnc(N4CCOCC4)s3)CC2)c1 | 49.6 | 3.6% | -23.7% | -8.0% | -5.6% |
| 21 | CCCCN1c2ccccc2N(CCCO)c2cc(C)nnc21 | -4.9 | 7.4% | -7.2% | 0.0% | -11.5% |
| 22 | O=C(O)c1ccc(CN2C[C@@H](CO)O[C@@H](n3cnc4c(NCc5ccco5)ncnc43)C2)cc1 | 23.3 | 14.8% | 17.8% | 10.7% | 4.1% |
| 23 | O=C(c1ccccc1)N1CCN(C2C3CC4CC(C3)CC2C4)CC1 (stereo not drawn) | ? | -13.6% | 8.6% | ? | -3.8% |
| 24 | COc1cccc(C(=O)NNC2=C(C(=O)C(F)(F)F)CCC2)c1 | 122.3 | ? | -31.9% | 11.6µM* | 7.9% |
| 25 | COc1cccc(C(=O)Nc2nc3c(c(=O)[nH]2)CCCC3)c1 | -11.4 | 17.6% | 17.9% | 12.4% | -6.6% |

| entry | KB-3-1 cytotox | SW480 rerep | MCF10A rerep | S2 tox |
| --- | --- | --- | --- | --- |
| 13 | -2.1% | . | . | i |
| 14 | -11.3% | . | . | i |
| 15 | 1.9% | -1.0% | 5.1% | ? |
| 16 | 4.4%&2.6% | 1.5% | 9.6% | i |
| 17 | 0.0% | -3.6% | ? | i |
| 18 | 0.5% | -0.1% | -13.1% | i |
| 19 | -10.8% | 10.8% | 10.8% | i |
| 20 | -11.0% | 0.4% | 12.7% | i |
| 21 | -2.3% | -4.9% | -1.5% | i |
| 22 | 0.0% | . | . | i |
| 23 | 12.1% | -6.2% | ? | i |
| 24 | ? | ? | 12.8% | i |
| 25 | 12.9% | 2.2% | ? | i |

Four entries out of the list above, ordered by the number in IL1B secr inh, falling.
No.	molecule	IL1B secr inh	SW480 rerep
20	COc1cccc(CC2(CO)CCN(Cc3cnc(N4CCOCC4)s3)CC2)c1	49.6	0.4%
9	COc1ccc(S(=O)(=O)Nc2nc3ccccc3s2)cc1OC	35.0	13.8%
7	COC(=O)c1c(O)ccc(Oc2ccccc2)c1C(=O)OC	-12.9	8.5%
5	CCCn1c(/C=N/Nc2nc3ccccc3[nH]2)nc2ccccc21	-52.0*	.
